Source: PubChem (several laboratories)
NS5 inhibitors – flavivirus cap methylation enzyme inhibition – biochemical, confirmation dose response, primary screen (AID 588689); Dengue-2 NS5 methyltransferase capping enzyme assay, biochemical; higher % means a stronger effect; inhibition, % at 25 µM; hits with a dose series show IC50 in µM; 0.3% of 340,000 active; in the data active = a potency from the dose series; inconclusive = inhibition above about 29% without an active follow-up result
RSV CPE inhibition – inhibition of RSV-induced cytopathic effect – HEp-2 cells, primary 10 µM value included (AID 2391). HEp-2 cells, RSV-induced CPE inhibition; higher % means a stronger effect. CPE inhibition, % at 10 µM, or IC50 in µM where a hit was titrated. 0.13% of 310,000 active; in the data active = a potency from the dose series; inconclusive = CPE inhibition mostly from about 23% at the one dose, without a potency; inactive = the rest, 99 in 100 with CPE inhibition below about 21%; also: strong numbers were not always called active
Large T inhibition – TAg ATPase/helicase activity blockers – biochemical (AID 1903). SV40 large T antigen ATPase/helicase inhibition assay; higher % means a stronger effect. inhibition, % at 20 µM; hits with a dose series show IC50 in µM. 0.39% of 310,000 active; in the data active = a potency from the dose series; inconclusive = inhibition mostly from about 32% at the one dose, without a potency; inactive = the rest, 99 in 100 with inhibition below about 32%; also: strong numbers were not always called active
NTR1 agonist – NTR1-driven beta-arrestin-GFP spot formation – imaging, U2OS cells, high content, primary screen (AID 493036). P30989. agonist mode. activation, % at 20 µM. 0.17% of 330,000 active;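 active = activation at or above 40% of the spot to cytoplasm intensity ratio, with at least 20 cells analyzed; inconclusive = wells under 20 cells, flagged as cytotoxic or low count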;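 also: 0% = DMSO without peptide and 100% = 100 nM NTR1 peptide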
Target sequence (P30989 whole entry, looked up): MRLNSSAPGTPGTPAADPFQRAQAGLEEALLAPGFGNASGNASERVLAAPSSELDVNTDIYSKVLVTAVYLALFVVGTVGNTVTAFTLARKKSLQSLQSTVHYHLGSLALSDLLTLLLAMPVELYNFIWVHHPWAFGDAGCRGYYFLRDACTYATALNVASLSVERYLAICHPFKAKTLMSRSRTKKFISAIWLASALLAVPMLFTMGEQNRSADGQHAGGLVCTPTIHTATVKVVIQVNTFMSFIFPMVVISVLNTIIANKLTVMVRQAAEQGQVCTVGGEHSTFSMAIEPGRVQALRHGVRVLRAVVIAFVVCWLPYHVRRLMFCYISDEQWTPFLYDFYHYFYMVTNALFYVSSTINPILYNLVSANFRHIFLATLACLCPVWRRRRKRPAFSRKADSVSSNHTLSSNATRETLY
PhoP inhibition – PhoP-dependent GFP reporter repression – Salmonella Typhimurium, primary screen (AID 1863). 0.16% of 300,000 active. inhibition, % at 50 µM, or IC50 in µM where a hit was titrated. S. Typhimurium PhoP-regulated promoter GFP reporter, 4 h; higher % means a stronger effect;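 active = inhibition over 29.93%, a cutoff 3 SD above the screen mean, later confirmed by dose response; inconclusive = inhibition over 29.93% but no dose response follow-up; inactive = inhibition at most 29.93% or unconfirmed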;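 also: 0% = low Mg2+ inducing control and 100% = high Mg2+ repressing control; strong numbers were not always called active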
T cell HTS – modulates CD8 T cell binding to vesicles; 2C CD8+ T cell-vesicle binding, flow cytometry; hits give low values; calls only at 7 µM; 0.068% of 330,000 active; AID 2052;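 active = response, share of CD8 T cells binding vesicles, and their 90th percentile fluorescence all below set limits, cut at about 80% in these data, passing the limit was not always enough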
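Material: 2C TCR transgenic mouse naive CD8+ T cells, MACS-purified. Also added: QL9-charged Drosophila Ld/ICAM-1/B7-1 vesicles. Timing: binding 1.5 h at 37 °C. Measured by: high-throughput flow cytometry with anti-B7-1 and anti-CD8 staining. Read-out: percent CD8+ FL2 mean versus row control. Controls: Unloaded micro-vesicles (low), QL9 vesicles with 0.7% DMSO (high).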
West Nile antiviral – West Nile virus antiviral activity, cell-based, CPE readout (AID 1621); West Nile virus-infected cells, CPE inhibition; higher % means a stronger effect; CPE inhibition, % at 10 µM, or IC50 in µM where a hit was titrated; 0.02% of 290,000 active; in the data active = a potency from the dose series; inconclusive = CPE inhibition mostly from about 3.7% at the one dose, without a potency; inactive = the rest, 99 in 100 with CPE inhibition below about 2.2%; also: strong numbers were not always called active
MgcRacGAP inhibition – MgcRacGAP GTPase-activating activity inhibitors, confirmation, biochemical, ADP Hunter fluorescence | one-dose inhibition, % at 30 µM; IC50 in µM for titrated hits | AID 624330 | MgcRacGAP-stimulated Rac1 GTP hydrolysis, ADP Hunter fluorescence; higher % means a stronger effect; GST-tagged Rac1 F28L mutant substrate | 0.6% of 340,000 active;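 active = first-screen hits whose inhibition reached a set limit at any dose in the follow-up dose series; inconclusive = inhibition above the set first-screen limit but never retested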;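 also: fluorescence reports GDP produced by GAP-driven GTP hydrolysis; strong numbers were not always called active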
UTI89 phage lysis – inhibition of K1F phage lysis, E. coli UTI89, bacterial capsule biogenesis inhibitors, alamar blue (AID 488966); inhibition, % at 100 µM; hits with a dose series show IC50 in µM; E. coli UTI89 K1F phage lysis, alamar blue, 2 h; higher % means a stronger effect; 0.02% of 340,000 active;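 active = phage lysis inhibition, versus mean bacterial control, above a set limit; inconclusive = no clear call, values can overlap the other calls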;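 also: capsule biogenesis inhibitors block K1F phage lysis so surviving cells raise fluorescence; higher fluorescence means more inhibition of phage lysis; actives were called in the ten point dose series up to 300 µM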
T cell HTS vesicle-bound % – recorded beside T cell HTS, whose call it bears; double positive events, %; measured here: CD8+ vesicle-bound cell fraction;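 binding gate set so that unloaded-vesicle control wells show 10% double positive cells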
NTR1 agonist cell count 20 µM – recorded beside NTR1 agonist, whose call it bears; cell count; measured here: cell count, cytotoxicity flag
NS5 inhibitors pilot replicate – also measured in NS5 inhibitors; calls as there; inhibition, %; measured here: pilot screen replicate inhibition
Starred values were filed as active, the others as inactive; i = inactive; ? = inconclusive; nt = no result given; & = joins results of further samples; [ ] = dose if it differs, or a comment.

SMILES	NS5 inhibitors	RSV CPE inhibition	Large T inhibition	NTR1 agonist	NTR1 agonist cell count 20 µM	PhoP inhibition	T cell HTS	T cell HTS vesicle-bound %	West Nile antiviral	MgcRacGAP inhibition	UTI89 phage lysis	others
Cc1ccc(C(=O)NC(Cc2ccccc2C(F)(F)F)C(=O)O)cc1 (stereo not given)	-4%	nt	nt	2.2	69	nt	nt	nt	nt	9%	0.1%	NS5 inhibitors pilot replicate=6.7
COc1ccc(C(=O)OCC(=O)Nc2cc(C)on2)c(OC)c1OC	-3%	1.8%	-3%	-0.1	53	2%	i	60	0.1%	2%	-0.4%
N#Cc1c(N)nc2c(c1-c1ccc(F)cc1)c(=O)nc1sccn12	-8%	-0.3%	17%	2.0	51	-6%	i	3	0.0%	11%	0.3%
NC(=O)C1CCN(c2nc(-c3ccccc3-c3ccccc3)cs2)CC1	-2%	nt	nt	2.8	35	nt	i	10	nt	6%	2.1%
O=C(NCc1cccs1)C1CCCN1C(=O)Nc1ccccc1[N+](=O)[O-] (stereo not given)	-4%	1.0%	5%	-0.8	43	3%	i	17	0.2%	3%	0.3%
O=C(NCC1CCCC(CNC(=O)N2CCc3ccccc32)C1)N1CCc2ccccc21 (stereo not given)	-3%	10%	2%	0.4	93	19%	i	38	0.2%	5%	8.9%
CC(C)NC(=S)NN=C1CCC(c2ccccc2)CC1 (stereo not given)	-1%	-1.1%	23%	0.6	47	7%	i	60	-0.8%	9%	-0.4%
COC(=O)/C(C#N)=C/c1ccc(OC(=O)c2ccccn2)cc1	-21%	2.2%	9%	1.6	43	14%	i	5	0.5%	10%	3.0%
C=CCOc1ccc(/C=N/NC(=O)C(C)Sc2ccccn2)cc1OCC (stereo not given)	-2%	2.6%	22%	3.0	81	-8%	i	47	-0.4%	7%	0.1%
COC(=O)c1ccc(NC(=S)N2CCCC2)cc1	3%	0.6%	2%	-0.8	40	-10%	i	53	0.1%	-5%	0.1%
O=C(N[C@@H]1C/C=C\C[C@@H](CC(=O)N(CCO)Cc2ccccc2)C(=O)N[C@@H](c2ccccc2)COC1=O)OCC1c2ccccc2-c2ccccc21	-6%	nt	nt	2.4	75	nt	i	19	nt	4%	0.7%
S=C(Nc1ccc(Cl)cc1)NC1CC2CCC(C1)N2Cc1ccccc1 (stereo not given)	1%	4.2%	9%	5.7	46	0%	i	46	-0.7%	5%	0.6%
Cc1cc2oc(=O)cc(CSc3nc(N)cc(N)n3)c2cc1C	-8%	2.1%	13%	2.8	58	40%	i	26	0.4%	13%	0.5%
CN1CCN(C(c2ccc(Br)cc2)c2cc(Cl)c3cccnc3c2O)CC1 (stereo not given)	12%	?	15%	20	43	30µM*	i	10	0.7%	11%	-1.7%
COc1cc(/C=N/NC(=O)/C(=C\c2ccc3c(c2)OCO3)NC(=O)c2ccccc2)ccc1O	-5%	2.8%	19%	0.5	57	3%	i	47	0.1%	79µM*	1.5%
CC(=O)Nc1cccc(C(=O)OC2CCOC2=O)c1 (stereo not given)	2%	0.7%	4%	-0.1	59	-6%	i	22	-0.5%	5%	0.9%[50 µM]
CSc1ccccc1C(=O)OCC(=O)N1CCCC1=O	3%	1.2%	nt	2.4	78	nt	i	50	nt	-1%	0.3%[50 µM]
O=S(=O)(c1ccc2c(c1)OCCO2)N1C[C@@H]2C[C@H]1CN2S(=O)(=O)c1c(F)cccc1F	-7%	nt	nt	-1.6	52	nt	i	18	nt	11%	1.2%
COC(=O)c1ccccc1NC(=O)N1CCN(c2ccc(OC)cc2)CC1	2%	0.1%	16%	-1.2	69	14%	i	33	-0.2%	16%	0.0%
Cc1ccc(C(C)NC(=O)c2ccncc2)cc1C (stereo not given)	1%	-0.1%	4%	1.0	63	2%	i	12	-1.0%	1%	0.5%[50 µM]

Brought forward from above: two entries, then new ones.
SMILES	NS5 inhibitors	RSV CPE inhibition	Large T inhibition	NTR1 agonist	NTR1 agonist cell count 20 µM	PhoP inhibition	T cell HTS	T cell HTS vesicle-bound %	West Nile antiviral	MgcRacGAP inhibition	UTI89 phage lysis	others
COC(=O)c1ccccc1NC(=O)N1CCN(c2ccc(OC)cc2)CC1	2%	0.1%	16%	-1.2	69	14%	i	33	-0.2%	16%	0.0%
Cc1ccc(C(C)NC(=O)c2ccncc2)cc1C (stereo not given)	1%	-0.1%	4%	1.0	63	2%	i	12	-1.0%	1%	0.5%[50 µM]
O=c1cc[nH]c2ccc(Cl)cc12	0%	2.6%	2%	6.7	75	-7%	i	22	-0.6%	9%	-4.8%
COc1ccc(C(CNC(=O)CSc2ccc(Br)cc2C)N2CCOCC2)cc1 (stereo not given)	0%	0.6%	8%	0.4	63	1%	i	41	nt	6%	0.0%[50 µM]
CNCC(O)c1ccc(OC(=O)C(C)(C)C)c(OC(=O)C(C)(C)C)c1 (stereo not given)	-1%	-1.8%	16%	4.4	77	-6%	i	64	nt	9%	6.4%
Cc1nn(CC(=O)NC2CCCC2)c(C)c1[N+](=O)[O-]	10%	nt	nt	0.9	45	nt	i	43	nt	6%	0.7%[50 µM]
O=C(COc1cccc(Oc2ccccc2)c1)Nc1ccc(SC(F)F)cc1	-6%	-0.3%	4%	1.7	55	-9%	i	59	0.1%	8%	-1.8%
Cc1cc(C(=O)N2CCN(c3ccc([N+](=O)[O-])cc3)CC2)n[nH]1	5%	18%	3%	-0.3	65	-4%	i	6	-1.4%	-30%	0.1%
CN1CCN(c2ccccc2NC(=O)c2ccc(N3CCCCC3)c([N+](=O)[O-])c2)CC1	5%	0.3%	2%	1.8	59	-8%	i	24	-1.4%	3%	0.1%
Cc1c(C(=O)NCc2cccnc2)oc2c1C(=O)CC(C)(C)C2	1%	0.0%	3%	-1.0	80	-2%	i	26	-0.1%	-1%	-1.8%
COc1cc(OC)cc(C(=O)NC(C(=O)N2CCc3ccccc3C2)C(C)C)c1 (stereo not given)	-1%	1.1%	4%	0.8	37	-2%	i	33	-0.5%	17%	-0.1%
COc1ccc(OC)c(Cc2nnc(CCC(=O)NC3CCCCCCC3)o2)c1	-6%	1.7%	-3%	1.3	58	-7%	i	27	-0.9%	2%	-0.6%
O=C(O)Cc1nn(Cc2ccc(Cl)cc2)c(=O)c2ccccc12	-7%	0.1%	59%	-0.4	86	0%	i	48	-0.1%	5%	1.4%
Cc1cc(C)c(NC(=O)CN2CCN3CCCC3C2)c(C)c1 (stereo not given)	3%&-3%	1.6%	6%	0.7	73	-1%	i	32	0.2%	2%&3%	-1.8%&0.0%	NS5 inhibitors pilot replicate=2.3
C[C@H](NC(N)=O)C(=O)Nc1ccc(OCc2ccccc2)cc1	1%	2.1%	3%	0.7	38	-7%	i	13	0.0%	2%	-0.5%
CCC(=O)N1CCc2cc(S(=O)(=O)CCC(=O)NCc3ccc4c(c3)OCO4)ccc21	0%	3.4%	10%	-0.9	51	-3%	i	50	nt	-3%	1.5%
Cc1ccc2sc(NC(=O)CN3C(=O)c4ccccc4C3=O)nc2c1C	0%	2.2%	6%	-1.7	64	0%	i	47	nt	10%	-0.1%
CCCCn1c(SCc2nc(N)nc(Nc3ccccc3C)n2)nc2ccccc2c1=O	-8%	10%	0%	9.4	58	-8%	i	43	0.7%	11%	0.8%
Fc1ccc2cnc(-c3ccccc3)c(-c3cc(C(F)(F)F)cc(C(F)(F)F)c3)c2c1	-14%	nt	nt	12	71	nt	i	18	nt	16%	1.0%
CNC(=S)Nc1ccc(Cc2ccncc2)cc1	4%	1.4%	9%	0.1	48	-16%	i	45	-0.2%	4%	-0.7%
Cc1cccc2[nH]c(SCC(=O)O)nc12	-1%	-0.2%	4%	-0.9	65	2%	i	37	-0.3%	4%	-0.3%
CC(=O)c1cccc(NC(=O)c2cc(C)no2)c1	0%	1.3%	0%	3.0	52	-2%	i	38	-0.2%	0%	0.4%
COc1cc(/C=C/c2cc[n+](C)cc2)ccc1OCC(=O)Nc1ccc(Cl)c(Cl)c1	-17%	13%	?	1.8	47	3%	i	43	0.8%	?	3.3%
c1ccc(C2(c3ccccc3)OCC(Cn3cncn3)O2)cc1 (stereo not given)	3%	2.2%	15%	-0.1	41	-4%	i	36	0.2%	8%	0.1%
O=C(COc1ccc(Cl)cc1Cl)NCc1ccco1	1%	-0.3%	1%	-0.9	41	-2%	i	11	-0.2%	7%	0.2%
O=C1NCCN1CCNS(=O)(=O)c1cc(C(F)(F)F)cc(C(F)(F)F)c1	-1%	2.1%	21%	-0.7	73	-4%	i	12	-0.7%	6%	-1.3%[50 µM]
O=C(c1cnn2c(C(F)F)cc(C3CC3)nc12)N1CCc2ccccc2C1	-11%	1.4%	3%	2.5	64	5%	i	40	0.3%	-7%	0.1%
Cc1cc(OCC(=O)NCCCN(C)C)cc(C)c1Br	-4%	-2.2%	6%	-1.6	41	1%	i	18	0.0%	12%	0.5%
S=c1[nH]nc(Cc2ccc(Cl)cc2)n1-c1ccc2c(c1)OCCO2	-3%	0.0%	-1%	0.8	41	-6%	i	10	-0.2%	-4%	-0.1%
Cc1ccc(OCC(=O)Nc2cccc(C)n2)c(C)c1	1%	2.2%	-4%	0.3	82	3%	i	31	-0.9%	2%	i
Cc1ccc(NC(=O)c2sc3nc(CCl)[nH]c(=O)c3c2C)c(C)c1	-8%	nt	2%	nt	nt	-9%	nt	nt	-0.6%	5%	0.2%
O=[N+]([O-])c1ccc(O)c(/C=N/NC(=S)Nc2ccc(Cl)cc2Cl)c1	-13%	7.8%	16%	10	47	5%	i	34	-0.4%	6%	-0.1%
Cc1c(C(=O)OCC(=O)NC2CC2)oc2ccc(Br)cc12	4%	nt	nt	-1.3	69	nt	nt	nt	nt	12%	1.2%[50 µM]
O=C(Nc1ccc([N+](=O)[O-])cn1)c1ccc(Br)o1	4%	1.5%	2%	-0.4	61	10%	i	32	-0.3%	5%	0.9%
CCC1CCc2c(sc(NC(=O)c3ccoc3C)c2C(N)=O)C1 (stereo not given)	-2%	?	20%	3.9	48	-2%	i	31	1.5%	6%	1.2%
O=C(NCCCl)NNc1c(Cl)cc(Cl)cc1Cl	1%	0.8%	-5%	0.0	88	19%	i	21	0.5%	-1%	0.2%
CCOc1ccc(S(=O)(=O)Nc2cc(SCC(=O)O)c(O)c3ccccc23)cc1	7.5µM*	3.1%	?	nt	nt	5%	i	59	1.5%	-4%	-0.1%
